From PubChem BioAssay
AddAB inh – growth inhibition of E. coli expressing H. pylori AddAB, primary screen, AddAB inhibitor project, absorbance; 330,000 compounds, 0.29% hits; inhibition, % at 11.9 µM; in the data active = inhibition above about 12%;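 note: 0% = vehicle wells of infected cells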
CAL PDZ FP – CAL PDZ peptide-binding inhibitors, primary screen, biochemical, fluorescence polarization, Cer-tagged CAL PDZ, HTS | AID 504414, 2011 | purified CAL PDZ, TMR-peptide fluorescence polarization, 1 h | 330,000 compounds, 0.02% hits | Golgi-associated PDZ and coiled-coil motif-containing protein (Homo sapiens), Q9HD26 | inhibition, % at 20 µM;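 active = highest replicate inhibition of at least 40%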;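 note: plate controls were DMSO neutral control wells for no effect and unlabeled competitor peptide control wells for full effect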
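Read-out basis: mP drop reported as inhibition | Assay system: Tagged CAL PDZ protein CerCALP, purified | Benchmarks: Unlabelled peptide for full inhibition, DMSO wells as neutral | Schedule: 1 h incubation at room temperature before polarization reading | Buffer or medium: Sodium phosphate/NaCl buffer pH 7.4 with TCEP, IgG, Thesit | Doses: Single point, 20 µM | Measured by: Fluorescence polarization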
Tat export inh – E. coli Tat export inhibitors, primary screen, MC4100, TorA-mCherry reporter, fluorescence, single point; inhibition, % at 10 µM; 340,000 compounds, 0.036% hits; AID 488895, 2010;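 active = mean replicate inhibition at least 50% and at least half of replicates individually reaching 50%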;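 note: exported cargo escapes ClpAP degradation while cytoplasmic cargo is degraded and loses fluorescence; 0% = median of neutral control wells and 100% = median of NaSCN control wells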
Rtt109 Vps75 – inhibitors of C. albicans Rtt109/Vps75 HAT, primary screen, biochemical, ThioGlo CoA-SH fluorescence, plate reader. 330,000 compounds, 0.16% hits. purified Rtt109/Vps75, 4 h. inhibition, % at 34.9 µM;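 active = inhibition of at least 50% in every replicate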
Target sequence (Q5AAJ8 whole entry, looked up): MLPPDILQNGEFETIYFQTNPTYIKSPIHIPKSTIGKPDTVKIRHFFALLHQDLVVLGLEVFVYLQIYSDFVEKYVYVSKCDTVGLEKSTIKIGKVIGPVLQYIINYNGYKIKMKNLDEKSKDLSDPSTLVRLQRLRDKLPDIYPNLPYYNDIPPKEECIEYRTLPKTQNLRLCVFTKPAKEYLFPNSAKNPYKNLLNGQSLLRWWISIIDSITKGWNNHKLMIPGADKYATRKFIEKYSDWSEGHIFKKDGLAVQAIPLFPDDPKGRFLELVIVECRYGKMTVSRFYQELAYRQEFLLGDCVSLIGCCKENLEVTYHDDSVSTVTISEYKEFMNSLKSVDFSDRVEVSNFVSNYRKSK
PfHsp90 yeast 2 – growth inhibition of PfHsp90-expressing yeast, primary screen, antimalarial PfHsp90 inhibitor project, S. cerevisiae, BacTiter-Glo luminescence, single point, set 2; BacTiter-Glo ATP, 48 h; yeast lacking PDR1 and PDR3 efflux regulators; inhibition, % at 9.4 µM; 310,000 compounds, 0.32% hits;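 active = every replicate shows inhibition above about 80%, whatever the replicate mean, limit read from the data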;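 note: 0% = DMSO neutral controls and 100% = 20 µM radicicol positive controls; yeast relying on Plasmodium falciparum Hsp90 in place of its own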
PvdQ acylase – P. aeruginosa PvdQ acylase inhibitors, primary screen, biochemical, fluorescence, plate reader and imaging, single point. PvdQ acylase [Pseudomonas aeruginosa LESB58]. purified PvdQ acylase. inhibition, % at 10 µM. 340,000 compounds, 0.063% hits. AID 488965, 2010; in the data active = inhibition above about 30%, passing the limit was not always enough;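 note: 0% = vehicle neutral wells and 100% = reference inhibitor wells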
phage Ecoli inh – growth loss of phage-infected E. coli, primary screen, RecBCD inhibitor project, absorbance, with phage, HTS. 360,000 compounds, 0.26% hits. inhibition, % at 11.9 µM. AID 651602, 2012; in the data active = inhibition above about 11%
DAGLB inh – DAGLB lipase inhibitors, primary screen, biochemical, fluorescence, HTS; inhibition, % at 5.17 µM; Diacylglycerol lipase-beta (Homo sapiens), Q8NCG7; 340,000 compounds, 0.059% hits; HEK293T DAGLB membrane lysate, EnzChek fluorogenic substrate; in the data active = inhibition above about 34%;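 note: 0% = enzyme with vehicle and 100% = wells lacking enzyme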
Target sequence (Q8NCG7 whole entry, looked up): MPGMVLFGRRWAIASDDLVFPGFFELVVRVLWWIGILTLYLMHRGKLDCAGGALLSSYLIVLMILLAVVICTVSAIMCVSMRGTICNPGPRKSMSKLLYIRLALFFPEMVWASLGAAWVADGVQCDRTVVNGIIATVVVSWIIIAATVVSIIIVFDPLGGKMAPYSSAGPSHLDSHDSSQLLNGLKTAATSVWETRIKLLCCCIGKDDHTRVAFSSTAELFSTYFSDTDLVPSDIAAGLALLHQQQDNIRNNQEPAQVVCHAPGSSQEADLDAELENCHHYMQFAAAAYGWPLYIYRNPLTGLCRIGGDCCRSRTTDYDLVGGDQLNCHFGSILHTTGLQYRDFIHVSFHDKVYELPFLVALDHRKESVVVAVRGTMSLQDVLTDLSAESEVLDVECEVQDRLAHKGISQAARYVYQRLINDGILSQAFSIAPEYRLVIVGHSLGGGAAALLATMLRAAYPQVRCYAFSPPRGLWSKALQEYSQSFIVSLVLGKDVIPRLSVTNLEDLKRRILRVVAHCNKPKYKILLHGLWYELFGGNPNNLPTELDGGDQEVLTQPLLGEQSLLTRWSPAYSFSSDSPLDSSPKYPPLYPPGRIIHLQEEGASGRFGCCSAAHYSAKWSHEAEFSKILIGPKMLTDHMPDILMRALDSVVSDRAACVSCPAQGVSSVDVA
Wnt bcat act – Wnt/beta-catenin pathway activators, primary screen, cell-based, plate reader, single point; activation, % at 9.35 µM; AID 743398, 2014; 300,000 compounds, 1.2% hits; Wnt/beta-catenin reporter cell assay, activator; in the data active = activation above about 30%, passing the limit was not always enough;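 note: 0% = neutral control wells and 100% = positive control wells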
Ecoli viability – E. coli V3065 growth inhibition, primary screen, counter-screen for AddAB inhibitor project, absorbance, OD600; 18 h; inhibition, % at 11.9 µM; 330,000 compounds, 0.27% hits;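 active = inhibition above the campaign's mean inhibition across all tested compounds plus 3 SD, cut at about 9.9% in these data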;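 note: uninfected addAB+ strain grown without phage in ampicillin broth; 0% = DMSO wells and 100% = ciprofloxacin 0.95 µg/ml wells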
* = called active by the depositor; / = no result given; & = joins results of further samples.

SMILES | AddAB inh | CAL PDZ FP | Tat export inh | Rtt109 Vps75 | PfHsp90 yeast 2 | PvdQ acylase | phage Ecoli inh | DAGLB inh | Wnt bcat act | Ecoli viability
COc1cc2ccccc2cc1C(=O)NC(=S)Nc1cc(C(=O)O)ccc1C | / | -2.3 | -1 | -8 | 0 | -9 | 3.5 | 3 | -9 | /
Cn1c(SCC(=O)NNC(=O)c2ccccc2Br)nnc1C(F)(F)F | 0.9 | -0.7 | 10 | 21 | 0 | 10 | 3.4 | -3 | 4 | -1.1
CC1CCCN(C(=O)C(C)Sc2nc(-c3ccccc3)cc(C(F)(F)F)n2)C1 (configuration not stated) | -0.7 | -0.7 | 11 | -4 | -64 | -12 | 0.3 | -10 | -8 | 0.8
Oc1csc(Cc2nc(-c3ccc4ccccc4c3)cs2)n1 | -2.4 | 0.2 | -22 | 1 | / | 9 | 0.1 | 2 | / | -5.5
CCOc1ccc2c(O)csc2c1 | 2.8 | -0.6 | 3 | 29 | 4 | -8 | -1.3 | -2 | / | -0.3
CC(=O)c1cccc(NC(=O)Cc2coc3cc4c(cc23)CCC4)c1 | 3.5 | -2.9 | 2 | -4 | -8 | 2 | 2.6 | -5 | / | 0.0
CC1(C)OC(=O)C(=CNCCc2ccc(O)cc2)C(=O)O1 | -1.6 | -3.0 | -5 | 0 | 25 | -8 | 4.4 | -1 | -2 | -0.9
Cc1cccc(NC(=O)NCC(c2ccc(F)cc2)N2CCN(C)CC2)c1 (configuration not stated) | 3.2 | -0.6 | 1 | -3 | -24 | -17 | 3.2 | -1 | 4 | -0.2
Cc1cc(C)c2[nH]c(=O)c(CN(Cc3cccs3)C(=S)NCc3ccco3)cc2c1 | 2.4 | -3.2 | 0 | -11 | 5 | -11 | 0.5 | 8 | / | -0.7
O=C(NCCCN1CCOCC1)c1nn(-c2ccccc2)c(=O)c2ccccc12 | 2.0 | -3.5 | 6 | 8 | 8 | 3 | 0.0 | -1 | 0 | 1.4
Cc1nc2c3ccccc3n(CC(=O)c3ccc(F)cc3)c(=O)n2n1 | 5.0 | -1.2 | -1 | -1 | -7 | -11 | 2.9 | 2 | 0 | -3.1
C[C@H](CO)N1C[C@H](C)[C@@H](CN(C)S(=O)(=O)c2ccc(F)cc2)Oc2c(NC(=O)Nc3ccc4c(c3)OCO4)cccc2C1=O | -1.8 | -1.8 | 1 | 3 | -7 | -25 | 0.6 | 5 | 1 | 0.1
COC(CC(=O)NNC(=S)Nc1ccccc1)OC | 1.4 | -2.4 | -4 | / | -5 | -1 | 5.2 | -2 | -5 | -1.3
CN(C)C(CNc1ncnc2sccc12)c1cccs1 (configuration not stated) | -0.7 | -0.3 | -5 | -14 | 5 | 11 | 2.8 | -1 | 3 | -0.5
CCOC(=O)N1CCN(C(=O)C2CCN(S(=O)(=O)N3CCCC3)CC2)CC1 | 0.8 | -8.5 | -1 | 0 | / | -10 | 1.1 | 7 | -5 | -2.1
CCC(C)Sc1cc(-c2nc3ccc(Cl)cn3c2NC2CCCCC2)ccc1OC (configuration not stated) | 3.4 | -0.4 | 4 | 0 | -9 | 8 | -0.2&-1.6 | -7 | -19&-3 | 2.5
CC(C)CC(=O)Nc1nnc(S(=O)(=O)N(C)Cc2ccco2)s1 | 1.1 | -2.6 | 4 | 0 | 5 | -18 | / | -2 | / | 1.4
O=C1CC(N2CCN(c3ccc(C(=O)c4ccc(F)cc4)cc3)CC2)C(=O)N1 (configuration not stated) | 3.2 | -0.7 | -1 | 17 | -5 | 11 | 2.6 | -1 | / | -0.9
CSc1ccccc1NC(=O)C1=CC(c2ccc(C)cc2)=NS(=O)(=O)N1C | -1.3 | -0.9 | -4 | -1 | 17 | -7 | -0.5 | -1 | 4 | -5.5
O=C(Nc1ccc(-n2ccnc2P(=O)(O)c2ccccc2)cc1)c1ccccc1Cl | 2.5 | 0.0 | 7 | -3 | / | -5 | 1.5 | 3 | / | -1.7
Cc1ccccc1NC(=O)/C(=C/c1ccccc1)c1ccccc1 | -4.0 | -1.1 | 14 | -12 | -13 | -12 | 2.8 | -16 | / | 0.7
COc1ccc(NC(=S)N2CCC(N(C)CCN3CCOCC3)CC2)cc1 | 3.9 | 0.2 | -9 | 0 | -7 | 6 | -1.3 | 1 | -2 | 1.4
COc1cccc(CC2(CO)CCN(Cc3cnc(-c4cccc(C)c4)nc3)CC2)c1 | 0.0 | -1.8 | 2 | -3 | -14 | -15 | 4.3 | -6 | -1 | 1.3
COc1cc2c3c(c1)C1(C(=O)N3C(C)(C)C=C2C)C(C#N)=C(N)Oc2cc(C)oc(=O)c21 (configuration not stated) | / | -0.4 | 1&2 | -9&10 | 0 | -7&-6 | 2.2 | 2 | 0 | /
Cc1cc(Cl)ccc1OCCCC(=O)Nc1cc(S(=O)(=O)N2CCOCC2)ccc1N1CCOCC1 | / | -0.4 | 11 | 0 | / | 3 | 0.9 | -1 | -3 | /

Exported with each value named: entries from further up
COc1cc2ccccc2cc1C(=O)NC(=S)Nc1cc(C(=O)O)ccc1C
  AddAB inh: /
  CAL PDZ FP: -2.3
  Tat export inh: -1
  Rtt109 Vps75: -8
  PfHsp90 yeast 2: 0
  PvdQ acylase: -9
  phage Ecoli inh: 3.5
  DAGLB inh: 3
  Wnt bcat act: -9
  Ecoli viability: /
Cn1c(SCC(=O)NNC(=O)c2ccccc2Br)nnc1C(F)(F)F
  AddAB inh: 0.9
  CAL PDZ FP: -0.7
  Tat export inh: 10
  Rtt109 Vps75: 21
  PfHsp90 yeast 2: 0
  PvdQ acylase: 10
  phage Ecoli inh: 3.4
  DAGLB inh: -3
  Wnt bcat act: 4
  Ecoli viability: -1.1
CC1CCCN(C(=O)C(C)Sc2nc(-c3ccccc3)cc(C(F)(F)F)n2)C1 (configuration not stated)
  AddAB inh: -0.7
  CAL PDZ FP: -0.7
  Tat export inh: 11
  Rtt109 Vps75: -4
  PfHsp90 yeast 2: -64
  PvdQ acylase: -12
  phage Ecoli inh: 0.3
  DAGLB inh: -10
  Wnt bcat act: -8
  Ecoli viability: 0.8

Following part:
SMILES | AddAB inh | CAL PDZ FP | Tat export inh | Rtt109 Vps75 | PfHsp90 yeast 2 | PvdQ acylase | phage Ecoli inh | DAGLB inh | Wnt bcat act | Ecoli viability
COC(=O)c1sc(C(=O)OC)c(C(=O)OC)c1C(=O)OC | 1.0 | -0.3 | -2 | 5 | -13 | -8 | 2.8 | -1 | / | 0.8
CCCn1c(SCC(=O)NCCc2ccc(OC)c(OC)c2)nc2c1c(=O)n(C)c(=O)n2C | 0.9 | -1.8 | -4 | -11 | -1 | -6 | 1.8 | 1 | / | -0.4
C[C@H](CO)N1C[C@H](C)[C@@H](CN(C)S(=O)(=O)c2ccccc2)Oc2c(NC(=O)NC3CCCCC3)cccc2C1=O | -0.8 | -0.2 | 1 | 14 | 9 | 16 | 1.8 | -1 | -2 | -1.8
c1ccc(-c2nc3ccccc3[nH]2)nc1 | 0.2 | 0.0 | 1 | -9 | 20 | -1 | 2.2 | -1 | 20 | 0.8
CCOC(=O)C1CCN(CC(=O)Nc2ccc(OC)c(Cl)c2)CC1 | 0.7 | -1.1 | -1 | -8 | -9 | -6 | -1.6 | 1 | 2 | 0.9
O=C(CSc1nc2c(c(=O)n1-c1ccccc1)SCC2)NCC1CCCO1 (configuration not stated) | 3.8 | -1.4 | -8 | 30 | -1 | 11 | 2.5 | -2 | 2 | -0.2
CC1CCN(c2nc(N3CCCCC3)nc(N3CCCCC3)n2)CC1 | 2.4 | -0.7 | -6 | 3 | 10 | -5 | 1.0 | -4 | -16 | 1.6
C=CCn1cc(C(=O)N2CCc3ccccc3C2)c(=O)c2cc(S(=O)(=O)N(CC)CC)ccc21 | 1.3 | -0.7 | -1 | 2 | 16 | -5 | 1.1 | 0 | -7 | 0.6
Cc1nc(NCC2CCCO2)c2nnn(Cc3ccccc3Cl)c2n1 (configuration not stated) | 1.6 | -0.3 | 3 | -7 | 1 | 9 | / | 0 | -2 | 0.1
COC(=O)c1cc(Br)c(N)cc1OC | 3.5 | -0.5 | 6 | -26 | 3 | -10 | 5.5 | -2 | 0 | -0.2
Cc1cccn2c(NCc3ccc4c(c3)OCO4)c(-c3ccc(O)cc3)nc12 | 3.7 | / | -3 | -6 | -20 | -11 | 2.3 | 3 | -8 | -1.3
Cn1cccc1CC(=O)N/N=C\c1c2ccccc2cc2ccccc12 | -0.1 | -2.6 | -8 | 16 | -10 | 8 | 0.8 | 11 | 12 | 0.0
CC(=O)Nc1ccccc1NS(=O)(=O)c1cccc([N+](=O)[O-])c1 | 3.1 | -0.9 | -3 | 3 | 11 | -14 | 2.0 | 2 | 1 | 0.3
Cc1ccc(-c2c[n+](CC(=O)Nc3ccccc3C)c3n2CCC3)cc1 | 1.5 | -1.6 | 4 | 16 | 7 | 1 | -2.1 | 1 | 0 | 0.0
O=C(Nc1cc(C(F)(F)F)ccc1N1CCOCC1)c1cccnc1 | 2.6 | -2.5 | 3 | 6 | 45 | 9 | 0.3 | -3 | / | 2.7
O=C(Nc1ccccc1NC(=O)c1ccco1)c1ccccc1 | 1.6 | -2.1 | -2 | 16 | -8 | 7 | 3.6 | -3 | 1 | -1.3
COc1ccc2[nH]c(=O)c(COC(=O)c3ccco3)cc2c1 | 5.2 | -1.4 | -1 | -6 | 2 | -8 | 4.2 | 0 | -2 | 2.2
COc1nc(N/N=C/c2ccccc2F)nc(N2CCCCC2)n1 | -1.3 | -2.9 | 1 | -5 | 22 | 0 | 3.5 | -7 | / | 0.1
O=C(C[n+]1ccccc1)N/N=C/c1ccco1 | 3.3 | 0.2 | -1 | -3 | -27 | -12 | 2.9 | / | -1 | 0.8
COc1ccc(NS(=O)(=O)c2cccs2)cn1 | 0.0 | -0.7 | -4 | 2 | -15 | -3 | -0.1 | 1 | -2 | 3.5
O=C(COc1ccc2ccccc2c1)Nc1cccc(C(=O)Nc2ccccc2C(=O)O)c1 | 4.0 | -4.6 | 12 | 4 | 25 | 3 | 4.8 | 11 | / | -0.1
Cc1ccccc1S(=O)(=O)Cc1ccc(C(=O)NCc2ccc(F)cc2)o1 | 2.8 | -1.1 | -2 | 1 | 14 | -1 | 3.1 | -2 | 2 | 0.4

In a second layout: results already given
SMILES,AddAB inh,CAL PDZ FP,Tat export inh,Rtt109 Vps75,PfHsp90 yeast 2,PvdQ acylase,phage Ecoli inh,DAGLB inh,Wnt bcat act,Ecoli viability
Cc1nc(NCC2CCCO2)c2nnn(Cc3ccccc3Cl)c2n1 (configuration not stated),1.6,-0.3,3,-7,1,9,/,0,-2,0.1
COC(=O)c1cc(Br)c(N)cc1OC,3.5,-0.5,6,-26,3,-10,5.5,-2,0,-0.2
Cc1cccn2c(NCc3ccc4c(c3)OCO4)c(-c3ccc(O)cc3)nc12,3.7,/,-3,-6,-20,-11,2.3,3,-8,-1.3
